Screens as filed in PubChem.
Fh CTSL1 inh = counter-screen for PFM18AAP inhibitors: inhibitors of F. hepatica cathepsin L1. recombinant F. hepatica cathepsin L1, Z-Leu-Arg-MCA fluorescence. inhibition, % at 5.96 µM. 300,000 tested, 0.49% active;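 active = inhibition above the mean of all tested compounds plus 3 SD, set per screening campaign, cut at about 17% in these data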;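 also: 0% = plate median of test compound wells and 100% = 1 µM Z-Phe-Ala-diazomethylketone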
ZTA DNA inh = counter-screen for EBNA-1 inhibitors: inhibitors of Epstein-Barr virus ZTA; P03206; ZTA-DNA binding, fluorescence polarization; inhibition, % at 11 µM; 320,000 tested, 0.15% active; in the data active = inhibition above about 33%
Target sequence (P03206 whole entry, looked up): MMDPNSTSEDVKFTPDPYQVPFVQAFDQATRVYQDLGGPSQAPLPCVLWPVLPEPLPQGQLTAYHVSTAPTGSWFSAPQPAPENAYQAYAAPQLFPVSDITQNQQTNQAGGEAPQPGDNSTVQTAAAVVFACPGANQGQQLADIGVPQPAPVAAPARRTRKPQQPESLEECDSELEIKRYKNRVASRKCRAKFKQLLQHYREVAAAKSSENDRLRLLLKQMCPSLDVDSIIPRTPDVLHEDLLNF
PP5 inh = PP5 (human) phosphatase inhibition. P53041. purified PP5c, OMFP substrate fluorescence. inhibition, % at 6.7 µM. 320,000 tested, 0.18% active;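 active = inhibition above the campaign's mean inhibition across all tested compounds plus 3 SD, cut at about 9.5% in these data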;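 also: 0% = DMSO only and 100% = 100 µM cantharidin control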
Target sequence (P53041 whole entry, looked up): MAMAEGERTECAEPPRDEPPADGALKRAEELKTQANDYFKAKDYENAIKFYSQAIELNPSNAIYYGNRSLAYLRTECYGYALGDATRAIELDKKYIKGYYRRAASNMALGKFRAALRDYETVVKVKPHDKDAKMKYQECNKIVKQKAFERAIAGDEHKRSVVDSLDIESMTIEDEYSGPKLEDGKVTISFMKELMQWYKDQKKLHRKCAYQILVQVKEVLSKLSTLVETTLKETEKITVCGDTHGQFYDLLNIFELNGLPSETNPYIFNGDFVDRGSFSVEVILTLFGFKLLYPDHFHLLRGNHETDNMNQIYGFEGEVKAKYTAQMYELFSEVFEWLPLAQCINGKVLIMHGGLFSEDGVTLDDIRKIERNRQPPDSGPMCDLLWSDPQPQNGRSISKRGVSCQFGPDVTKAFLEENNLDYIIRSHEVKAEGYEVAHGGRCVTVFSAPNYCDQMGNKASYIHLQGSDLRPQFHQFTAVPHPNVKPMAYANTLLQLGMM
PP1 counter = PP1-alpha (human) inhibition in PP5 counter-screen; purified PP1alpha, OMFP fluorescence; 320,000 tested, 0.9% active; AID 2235; inhibition, % at 6.7 µM;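 active = inhibition above the mean inhibition of all tested compounds plus 3 SD, computed separately for each screening campaign, cut at about 15% in these data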
Target sequence (P62136 whole entry, looked up): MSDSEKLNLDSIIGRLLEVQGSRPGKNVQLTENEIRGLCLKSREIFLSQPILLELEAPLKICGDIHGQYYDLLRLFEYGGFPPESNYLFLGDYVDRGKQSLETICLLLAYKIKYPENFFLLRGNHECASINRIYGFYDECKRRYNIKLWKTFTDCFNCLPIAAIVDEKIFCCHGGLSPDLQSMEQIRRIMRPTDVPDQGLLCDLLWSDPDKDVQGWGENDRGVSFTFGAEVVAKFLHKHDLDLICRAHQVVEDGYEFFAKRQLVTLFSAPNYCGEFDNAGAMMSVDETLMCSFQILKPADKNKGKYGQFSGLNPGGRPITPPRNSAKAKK
JMJD2C inh = blocks human GASC-1 demethylase activity; Q9H3R0; GST-JMJD2C(1-420) H3K9me3 demethylation, DELFIA europium; inhibition, % at 2.35 µM; 330,000 tested, 0.069% active; AID 2099;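 active = more than half of a compound's replicate wells show inhibition beyond 50%, single wells judged on their own value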;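 also: signal counts dimethyl H3K9 product captured on neutravidin plate; 0% = median of DMSO wells and 100% = 0.3 times that DMSO median; strong numbers were not always called active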
Yeast superoxide = lowers age-related superoxide in aged yeast cells. 330,000 tested, 0.18% active. superoxide response (% of plate mean), % at 10 µM. S. cerevisiae aged cells, superoxide DHE fluorescence; hits give low values;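 active = superoxide response under a set limit, about three screen SD below normal, cut at about 65% in these data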;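 also: yeast aged for seven days with compound at 30 °C before DHE staining; 100% = average MFI of all compound-treated wells on the plate with controls excluded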
core dimer inh = blocks dimerization of HCV core protein | 300,000 tested, 0.33% active | inhibition, % at 5 µM | TR-FRET GST/Flag-core106 dimerization, 1536-well;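 active = inhibition above the mean of all tested compounds plus 3 SD, set per screening campaign, cut at about 45% in these data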
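assay system = GST-tagged and Flag-tagged HCV core protein residues 1-106 | controls = unlabelled core106 and no-GST-core106 wells | incubation = compound-protein-antibody incubation 4 h at 22.5 °C | probe or stimulus = Eu donor and XL665 acceptor anti-tag antibodies | read-out = % inhibition based on acceptor/donor emission ratio | signal = TR-FRET 671 and 617 nm emission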
EBNA-1 inh = blocks EBNA-1 binding to DNA | EBNA-1 DNA binding, fluorescence polarization | inhibition, % at 14.8 µM | AID 1950 | 300,000 tested, 0.34% active; in the data active = inhibition above about 28%
TPT1 inh = C. albicans TPT1 enzyme inhibition | inhibition, % at 5 µM | recombinant caTPT1, FP RNA substrate dephosphorylation | 300,000 tested, 0.81% active;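 active = inhibition above the mean of all tested compounds plus 3 SD, set per screening campaign, cut at about 24% in these data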;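 also: plate controls were DMSO alone for no effect and ferristatin control at 100 nM for full effect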
Starred values were filed as active, the others as inactive; / = no result given; & = joins results of further samples.

SMILES	Fh CTSL1 inh	ZTA DNA inh	PP5 inh	PP1 counter	JMJD2C inh	Yeast superoxide	core dimer inh	EBNA-1 inh	TPT1 inh
CCC1=C(OC(=O)N(CC)CC)N2C(=O)OC(=NCCc3c[nH]c4ccccc34)[C@]2(Cc2ccccc2)[C@H]2C1=CC[C@H]1C(=O)N(c3ccccc3)C(=O)[C@H]12	1	-1	2.5	4	6	95	43	13	-1
CN(CC(=O)NC1CCCCCC1)S(=O)(=O)c1ccc(Br)cc1	1	-4	0.7	-2	-1	100	7	-2	0
Cc1nc(C)c(CCNC(=O)c2ccccc2)s1	-6	-11	0.1	0	4	108	-7	0	-1
CN(CCOC(=O)CN1C(=O)c2ccccc2C1=O)C1=NS(=O)(=O)c2ccccc21	4	10	-3.0	-6	-1	111	-1	3	-2
Cc1nc(NCCc2ccccc2)sc1C(=O)N(C)C	1	14	1.7	-1	5	92	-5	-7	-1
COCCCNC(=O)c1cc2c(=O)n3cccc(C)c3nc2n(C(C)C)c1=N	2	1	2.1	-5	0	104	4	3	-1
O=C(CC(=O)N/N=C/c1c(F)cccc1Cl)NCCc1ccccc1	4	-4	-1.7	0	-3	98	-1	1	-3
CCCN1C(=O)/C(=C/c2ccc(C)o2)NC1=S	2	15	-3.7	-3	1	99	-15	5	0
C=CCc1cccc(/C=N/NC(=O)C(=O)Nc2ccc(C)cc2)c1O	0	-1	0.5	-2	8	119	6	-9	6
COc1ccc(N(C(=O)c2ccncc2)S(=O)(=O)c2ccc(OC)c(OC)c2)cc1	-2	4	-1.0	-5	-4	103	-3	0	0
CCOC(=O)c1c(C)[nH]c(C)c1S(=O)(=O)NCc1ccccc1C	4	16	0.7	-6	-17	107	-1	-4	1
COc1cccc(-n2sc3c(c2=S)-c2cc(OC)ccc2NC3(C)C)c1	-1	1	1.4	-1	15	96	-13	4	1
CCc1ccccc1NC(=O)CCc1nc(-c2cccs2)no1	-3	0	-0.7	-3	-4	90	-6	10	1
CCCCN(C(=S)Nc1ccc(F)cc1)c1c(N)n(CCC)c(=O)[nH]c1=O	-2	-4	0.7	-5	7	109	0	-10	-3
Cc1sc2ncn(CC(=O)NCCCC(=O)N3CCC(C)CC3)c(=O)c2c1C	3	14	-1.8	-2	-3	107	4	7	-2
CCOC(=O)C1(CCOc2ccccc2)CCN(CC=C(C)C)CC1	-3	-9	4.6	-1	-7	76	-15	-3	2
CCOCCCNc1ncc2c(n1)CC(c1ccc(C)cc1)CC2=O (stereo not drawn)	-2	0	1.9	-4	13	105	3	2	-6
Cc1ccc(-c2cc(C(=O)NCCCN3CCOCC3)no2)cc1	-1	10	0.3	1	-3	87	-1	6	1
CCCCn1c(N)c(N(CC(C)C)C(=O)c2cnccn2)c(=O)[nH]c1=O	-1	6	-1.4	1	-16	96	2	0	0
O=C(Cc1ccccc1)NCC(=O)N1CCc2ccccc2C1	-4	-7	2.6	-2	15	96	4	-8	-6
O=c1ccn(-c2ccccc2)[nH]1	-4	-4	-2.6	1	-8	97	2	-10	0
Cc1cc(NC(=O)C(C)SCC(=O)O)no1 (stereo not drawn)	-1	9	1.6	-3	9	104	-4	6	0
CCC(=O)N1N=C2CC(C)(C)OCC2C1c1ccccc1 (stereo not drawn)	1	-5	-2.5	-4	-6	101	5	0	-3
COc1ccc(-c2nc3c4ccccc4ccn3c2CN2CCCCC2)cc1OC	1	-1	3.6	0	-5	96	4	5	3
Cc1ccc(-c2noc(=O)n2CC(=O)Nc2ccc(S(=O)(=O)NC3CC3)cc2)cc1	-1	8	2.5	-6	9	100	1	1	3
COc1ccc(-c2[nH]ncc2CN2CCC(O)(c3ccc(Cl)cc3)CC2)cc1	1	3	0.9	-1	-1	101	1	-3	2
C=C(C)CNC(=S)N/N=C(\C)c1ccc(OC)cc1	1	2	-0.5	-3	5	103	-3	-6	-1
CCN(CCCNC(=O)CNC(=O)Cn1cnc2ccccc2c1=O)c1ccccc1	1	-3	2.3	-4	-6	105	-12	-3	-2
COc1ccc(N(CC(=O)NCc2ccc3c(c2)OCO3)C(=O)CCC(=O)Nc2ccccn2)cc1	-3	-5	1.2	-3	-22	105	-1	6	1
CC1CCCN(c2c([N+](=O)[O-])c(=O)oc3ccccc23)C1 (stereo not drawn)	0	-8	0.4	-3	1	86	1	5	3
CCCN1CCN(C(=O)c2ccc(CS(=O)c3ccc(F)cc3)o2)CC1 (stereo not drawn)	-2	16	0.2	-5	4	99	3	-5	-5
COC(=O)Nc1cc(C)nc2ccccc12	1	5	1.8	3	7	88	2	2	0
COc1ccccc1CNS(=O)(=O)c1c(C)[nH]c(C)c1C(=O)N1CCCC1	0	15	2.3	0	4	93	-1	-2	-1
O=C(COC(=O)c1cc(S(=O)(=O)N2CCOCC2)cs1)c1ccccc1	-4	-1	2.6	-4	/	64*	0	-8	-1
CC[C@@]12C(=O)N(c3ccc(OC)cc3)C(=O)N1[C@H](c1ccc(Cl)cc1)[C@@H]1C(=O)N(C3CCCCC3)C(=O)[C@@H]12	-2	5	4.8	2	-7	98	12	0	2
CC(=O)c1ccc(-n2nncc2C(C)(C)C)cc1	0	-3	0.8	-3	1	98	-3	7	-3
Cc1cc(C)n(C(=O)c2cc3c(s2)CCCC3)n1	2	-3	-0.3	-3	-7	104	13	-9	2
CCOc1ccc(CC(=O)NCc2ccc3c(c2)cc(C)n3C)cc1	3	-8	0.8	2	-12	89	2	-8	-4
CN(c1ncc(C(F)(F)F)cc1Cl)n1cc(C(=O)O)c2ccccc2c1=O	1	-8	-0.5	-3	0	96	-4	10	-1
CCNC(=O)n1nccc1C(C)Oc1cccc(C(F)(F)F)c1 (stereo not drawn)	3	13	4.6	3	5	94	3	-10	1

3 compounds out of the list above, ordered by their value in TPT1 inh, ascending:
SMILES,PP5 inh,JMJD2C inh,core dimer inh,EBNA-1 inh,TPT1 inh
CCCN1CCN(C(=O)c2ccc(CS(=O)c3ccc(F)cc3)o2)CC1 (stereo not drawn),0.2,4,3,-5,-5
COc1ccc(N(CC(=O)NCc2ccc3c(c2)OCO3)C(=O)CCC(=O)Nc2ccccn2)cc1,1.2,-22,-1,6,1
COc1ccc(-c2nc3c4ccccc4ccn3c2CN2CCCCC2)cc1OC,3.6,-5,4,5,3

Other compounds.
SMILES	Fh CTSL1 inh	ZTA DNA inh	PP5 inh	PP1 counter	JMJD2C inh	Yeast superoxide	core dimer inh	EBNA-1 inh	TPT1 inh
C/C(=N\NC(=O)c1ccn(C)n1)c1cccc(NC(=O)c2ccncc2)c1	-1	8	1.3	-2	2	102	-3	-7	-3
COc1ccc(-c2ccc(S(=O)(=O)NCC3CCCO3)cc2)cc1 (stereo not drawn)	-4	-1	-6.4	6	-9	83	0	1	2
COc1ccc(C2c3c(ncn(Cc4ccco4)c3=N)Oc3ccc4ccccc4c32)cc1 (stereo not drawn)	10	8	2.6	10	-6	95	25	19	5
O=C(O)c1cccc(NC(=O)c2cccc(S(=O)(=O)Nc3cccc([N+](=O)[O-])c3)c2)c1	-4	0	0.6	-2	6	103	-7	-16	-2
C=CCn1c(NC(=O)c2ccccc2Cl)c(C#N)c2nc3ccccc3nc21	-9	0	11*	7	9	115	0	3	14
CCOC(=O)c1sc(N)nc1C(C)C	4	-14	1.4	0	9	78	-6	-4	-2
CC(OC(=O)CCc1nc2ccccc2c(=O)[nH]1)C(=O)NCc1ccc2c(c1)OCO2 (stereo not drawn)	2	10	-1.9	0	-6	97	0	3	-3
CCOC(=O)Cc1cnc(N)s1	-2	10	-2.0	1	-15	99	-1	-4	-2
COc1ccc(Nc2nc(-c3ccccc3O)nc3ccccc23)cc1	-1	0	5.4	-1	7	112	4	-12	0
COc1ccc(NC(=O)c2sc(=S)[nH]c2N)cc1	0	-3	0.1	-4	-1	106	-16	-2	2
O=C(NC1CCCC1)C(c1ccncc1)N(C(=O)Cc1cccs1)c1cccc(F)c1 (stereo not drawn)	-4	10	-1.0	-5	18	102	-6	11	-5
Cc1oc(-c2ccccc2Cl)nc1CN1CCCC1c1ccc(F)cc1 (stereo not drawn)	-5	-12	3.8	-3	17	98	4	8	3
CCOC(=O)c1c(NC(=O)C2COc3ccccc3O2)sc2c1CC(C)(C)NC2(C)C (stereo not drawn)	3	9	1.7	6	-5	98	-6	1	1
CCCCCc1ccc(-c2cn(CCCOCc3ccccc3)nn2)cc1	2	-5	5.4	3	1	105	-7	-8	3
Fc1ccc(N/N=C/c2ccncc2)c(F)c1	7	-1	-1.6	-3	-9	93	-10	7	-2
COc1ccc(-c2oc3ccc(-c4ccc(OC)nc4)cc3c2C#CC2(O)CCCCC2)cc1	2	-20	1.7	-2	28	96	-28	-2	-3
CC(C)(C)c1ccc(OCC(=O)N/N=C/c2ccc(N3CCOCC3)cc2)cc1	2	3	6.9	-2	5	89	4	1	1
Cc1ccc([N+](=O)[O-])cc1N=C1C(=O)Nc2ccccc21	4	-10	-0.4	-2	-14	108	-6	-24	2
Cc1cc(C)nc(N2CCCC(C(=O)Nc3cc(F)ccc3C)C2)n1 (stereo not drawn)	1	-1	0.2	-3	-3	78	-2	4	0
CCOC(=O)C1C(c2ccc([N+](=O)[O-])cc2)C2C(=O)NN=C2CC1(C)O (stereo not drawn)	-5	1	-1.2	-5	32	107	1	-7	2
Cc1ccc(NC(=O)COc2ccc3oc4c(c3c2)CCCC4)nc1	-2	6	2.0	-1	4&-14	104	11	-2	2

By substructure, the entries above with an aryl methoxy group.
SMILES	Fh CTSL1 inh	ZTA DNA inh	PP5 inh	PP1 counter	JMJD2C inh	Yeast superoxide	core dimer inh	EBNA-1 inh	TPT1 inh
COc1ccc(N(C(=O)c2ccncc2)S(=O)(=O)c2ccc(OC)c(OC)c2)cc1	-2	4	-1.0	-5	-4	103	-3	0	0
COc1cccc(-n2sc3c(c2=S)-c2cc(OC)ccc2NC3(C)C)c1	-1	1	1.4	-1	15	96	-13	4	1
COc1ccc(-c2nc3c4ccccc4ccn3c2CN2CCCCC2)cc1OC	1	-1	3.6	0	-5	96	4	5	3
COc1ccc(-c2[nH]ncc2CN2CCC(O)(c3ccc(Cl)cc3)CC2)cc1	1	3	0.9	-1	-1	101	1	-3	2
C=C(C)CNC(=S)N/N=C(\C)c1ccc(OC)cc1	1	2	-0.5	-3	5	103	-3	-6	-1
COc1ccc(N(CC(=O)NCc2ccc3c(c2)OCO3)C(=O)CCC(=O)Nc2ccccn2)cc1	-3	-5	1.2	-3	-22	105	-1	6	1
COc1ccccc1CNS(=O)(=O)c1c(C)[nH]c(C)c1C(=O)N1CCCC1	0	15	2.3	0	4	93	-1	-2	-1
CC[C@@]12C(=O)N(c3ccc(OC)cc3)C(=O)N1[C@H](c1ccc(Cl)cc1)[C@@H]1C(=O)N(C3CCCCC3)C(=O)[C@@H]12	-2	5	4.8	2	-7	98	12	0	2
COc1ccc(-c2ccc(S(=O)(=O)NCC3CCCO3)cc2)cc1 (stereo not drawn)	-4	-1	-6.4	6	-9	83	0	1	2
COc1ccc(C2c3c(ncn(Cc4ccco4)c3=N)Oc3ccc4ccccc4c32)cc1 (stereo not drawn)	10	8	2.6	10	-6	95	25	19	5
COc1ccc(Nc2nc(-c3ccccc3O)nc3ccccc23)cc1	-1	0	5.4	-1	7	112	4	-12	0
COc1ccc(NC(=O)c2sc(=S)[nH]c2N)cc1	0	-3	0.1	-4	-1	106	-16	-2	2
COc1ccc(-c2oc3ccc(-c4ccc(OC)nc4)cc3c2C#CC2(O)CCCCC2)cc1	2	-20	1.7	-2	28	96	-28	-2	-3
